Bioassay records: PubChem, Broad Institute
ARNT TACC3 PPI = disrupts binding between human ARNT and TACC3; Q9Y6A5; AlphaScreen His-ARNT PAS-B/GST-TACC3 binding, luminescence; TACC3 fragment carries E629A point mutation; inhibition, % at 9.99 µM; actives 0.66% (n = 390,000); AID 623870;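 active = mean inhibition of replicates at least 50% and at least half of replicates each reaching 50%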;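 also: 0% = complete ARNT plus TACC3 wells and 100% = ARNT alone without TACC3; many hits fall short of the cut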
PglD DTNB = inhibitors of Campylobacter jejuni PglD acetyltransferase | purified PglD enzyme, DTNB colorimetric CoA detection | inhibition, % at 12.5 µM | actives 0.098% (n = 360,000) | AID 602405; in the data active = inhibition above about 16%, passing the limit was not always enough; also: strong numbers were not always called active
PGC1a acetyl inh = modulators of PGC1a acetylation | actives 0.17% (n = 350,000) | U2OS PGC1a acetylation, AlphaScreen anti-acetyl-lysine; with virally co-expressed GCN5 acetyltransferase | inhibition, % at 15.6 µM | AID 651687;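 active = every replicate shows inhibition of at least 40%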;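 also: 0% = neutral control wells and 100% = positive control wells; some results beyond the cut were filed as inactive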
Statin myotox sup = protects C2C12 myotubes from simvastatin toxicity. ATP luminescence, 48 h; scaled: DMSO 0, geranylgeraniol control 100. rescue of ATP level, % at 7.49 µM. actives 0.78% (n = 330,000). AID 602340;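 active = mean ATP rescue above about 67%, or every replicate alone reaching that limit, limit read from the data, passing the limit was not always enough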;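 also: myotubes were challenged with 10 µM simvastatin during compound exposure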
PAX8 reporter = lowers PAX8-driven luciferase in RMG-I cells; inhibition, % at 12.6 µM; actives 1.2% (n = 360,000); RMG-I TPO-luciferase reporter, SteadyGlo, 24 h;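 active = mean replicate inhibition at least 60% with every replicate also reaching 60%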;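 also: luciferase light reporting Pax8 driven TPO promoter activity; plate controls were median of neutral control wells for no effect and mitoxantrone controls for full effect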
Cneo AK release = Cryptococcus neoformans lysis via adenylate kinase release. C. neoformans lysis, adenylate kinase release luminescence, 4 h; normalised: neutral wells 0, clomiphene wells 100. lysis activity, % at 15 µM. actives 0.2% (n = 360,000);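 active = mean lysis activity across replicates of at least 80%, whatever share of replicates individually reach that level; inactive = mean lysis activity below 80%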
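Schedule: static 4 h at 37 °C with compound, 1 h detection; system: C. neoformans cells; benchmarks: Clomiphene as positive control; buffer or medium: fresh YPD medium; measure: luminescence rise reflecting yeast cell lysis; measured by: luminescent adenylate kinase detection reagent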
LGR2 antag = blocks bursicon-induced cAMP signaling via Drosophila LGR2 | inhibition, % at 9.99 µM | actives 0.35% (n = 380,000) | AID 720647 | HEK293 LGR2, CRE-luciferase, bursicon-stimulated, 4 h;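 active = drop in luminescence signal, shown as inhibition above about 50% in the replicate tests, limit read from the data, passing the limit was not always enough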;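 also: agonist challenge used bursicon conditioned medium at about half maximal strength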
INS-1E GSIS act = primary screen for activators of insulin secretion dependent on glucose, INS-1E cells, GLuc reporter luminescence; AID 743287; activation, % at 16.6 µM; actives 0.61% (n = 370,000); INS-1E GLuc reporter insulin secretion, 2-3 h;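 active = lowest replicate activation of at least 40%, so every replicate reaches that level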;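 also: 0% = median of neutral control wells and 100% = median of IBMX positive control wells; some compounds called inactive have numbers as strong as hits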
* hit, by the source's call; · = no result given; & = joins results of further samples. Not a hit list; 2.9% or so of the library scored in one or more.

SMILES	ARNT TACC3 PPI	PglD DTNB	PGC1a acetyl inh	Statin myotox sup	PAX8 reporter	Cneo AK release	LGR2 antag	INS-1E GSIS act
CN(C)C(=O)c1cccc(-c2ccc3c(c2)[C@@H]2[C@@H](CCN2C(=O)C2CCCCC2)[C@@H](CO)N3)c1	2	-3	-7	-11	15	-19	-10	-6
CCOC(=O)c1sc(NC(=O)CSc2n[nH]c(C)n2)nc1C	-33	8	-2	0	-10	-1	-15	8
Nc1ccc(Oc2ccc3c(c2)OCO3)cc1	-6	·	·	·	-15	·	20	11
COc1ccc(C2=C(c3ccc(OC)c(OC)c3)CN3CCCCC3C2)cc1 (stereo unspecified)	16	-3	·	16	2	-1	38	34
O=C(C[C@H]1CC[C@@H]2NC[C@@H](O)COC[C@H]2O1)NCc1ccc(Oc2ccccc2)cc1	6	3	-4	23	-7	1	-4	-2
Cc1ccc(N(C)C(=O)CC(C)S(=O)(=O)c2ccc3c(c2)NC(=O)CO3)cc1 (stereo unspecified)	-16	3	-26	1	-5	2	2	11
CN(C(=O)/C=C/c1ccccc1)C1CCS(=O)(=O)C1 (stereo unspecified)	4	-2	-2	·	33	0	-5	7
COc1ccc(S(=O)(=O)N(C)C[C@@H]2OCCCC[C@@H](C)Oc3ccc(NC(=O)Cc4ccccc4)cc3C(=O)N([C@@H](C)CO)C[C@H]2C)cc1	16	7	5	·	-15	-1	1	-10
COC(CNC(=O)CCc1c(C)nc2c(-c3ccccc3)c(C)nn2c1C)OC	-12	-1	10	-2	6	2	1	8
COC(=O)CSc1nnc(NC(=O)CCc2ccccc2)s1	-2	-3	-10	3	-1	0	-18	-12
O=C(N/N=C/c1ccccc1)c1ccc2c(c1)OCO2	-3	1	0	-4	-65	-6	21	-5
COc1ccccc1CN1C(=O)CCC1(C)C(=O)NC1CCCCCC1 (stereo unspecified)	-12	-3	-4	·	·	-3	·	·
O=C(Nc1cc(S(=O)(=O)N2CCCCCC2)ccc1OCC(F)(F)F)C1CCC1	-7	3	-1	·	3	1	-2	9
COc1ccc(OCCCCN2CCC(C)CC2)cc1	-4	-2	·	-4	-5	-3	7	16
C[C@@H]1CN([C@H](C)CO)S(=O)(=O)c2ccc(C#CC(C)(C)O)cc2O[C@@H]1CN(C)Cc1ccccc1	0	0	-7	-32	·	-5	5	-3
COc1ccc(NC(=O)Nc2ccc3c(c2)CC(=O)N([C@@H](C)CO)C[C@@H](C)[C@@H](CN(C)Cc2ccc(C(=O)O)cc2)O3)cc1	-2	-2	4	10	·	41	-5	15
O=C(CC(CC(=O)c1ccccc1)c1ccccc1)c1ccccc1	-9	4	-7	0	-67	-1	6	21
Cc1cc(C(C)(C)C)cc(C)c1N	0	9	1	-6	10	-1	-3	14
COC(=O)C1=C(N)OC2=C(C(=O)CC(C)(C)C2)C1c1cccnc1 (stereo unspecified)	-3	5	7	10	-3	-1	·	·
COc1ccc(NC(=O)CN(C)C(=O)/C=C/c2ccc(OCc3ccccc3)cc2)cc1	-6	1	-6	-6	-18	0	-4	-12
CO[C@H]1CN(C)C(=O)c2cc(NC(=O)c3ccc4c(c3)OCO4)ccc2OC[C@H](C)N(CCC(F)(F)F)C[C@H]1C	4	1	-8	-8	4	0	-4	-14
CCOC(=O)C1CCCN(C(=O)c2cc(-c3ccco3)nc3ccccc23)C1 (stereo unspecified)	1	-5	3	2	-7	-1	1	-22
COc1ccc(CNC(=O)CCC(=O)c2ccc(F)cc2)cc1OC	-33	0	-1	-5	5	1	·	·
COc1cc(N)c(Cl)cc1C(=O)OCC(=O)N1CCCC1	-1	-2	·	-1	-14	0	4	-2
O=C(CO/N=C/c1ccc(OC(F)F)cc1)NC1CCCCC1	-10	·	·	·	-5	·	1	-12
CN(C)C(CNC(=O)c1cnc(Cl)c(Cl)c1)c1ccccc1 (stereo unspecified)	-7	8	-5	2	-7	2	5	-3
O=C(Cn1nc(-c2ccccc2)oc1=O)OCC(=O)c1ccccc1	-8	3	-1	-2	-20	0	-47	-15
COC(=O)C1=C(C)NC(=O)NC1/C=C/c1ccccc1 (stereo unspecified)	-1	2	17	0	1	-1	·	·
O=C(C[C@H]1CC[C@@H]2[C@H](COC[C@@H](O)CN2Cc2cccc(C(F)(F)F)c2)O1)NCc1ccncc1	-16	-1	-1	8	-16	59	3	4
CCN(CC)C1CCN(C(=O)c2cc(COc3cccc4cccnc34)on2)C1 (stereo unspecified)	-2	-4	-24	5	6	0	-2	-1
COc1ccc(NC(=O)N(C)C[C@H]2Oc3ccc(NC(=O)Cc4ccccc4)cc3CC(=O)N([C@H](C)CO)C[C@H]2C)cc1	5&-14	2&4	-1&-5	-6&5	-1	4&0	-8&8	3&-17
Cc1cc(C)c2nc(N3CCN(C(=O)c4cccs4)CC3)sc2c1	3	-1	·	·	-8	148*	-3	-12
O=C(CSc1nnc(Nc2ccccc2F)s1)NC1CCS(=O)(=O)C1 (stereo unspecified)	11	1	-11	-1	-18	1	5	·
c1ccc(N2CCN(CC3CCCCC3)CC2)cc1	4	5	0	-5	3	1	0	17
COc1ccccc1Nc1ccc(Nc2ccccc2OC)nn1	9	·	·	·	-126	·	-36	-9
CC(C)(C)n1ncc2c(=O)n(CC(=O)Nc3ccc(Cl)cc3)cnc21	1	2	·	12	·	-2	-3	4
COCC(=O)N(C)C[C@H]1Oc2ncc(C#CC(C)(C)O)cc2C(=O)N([C@@H](C)CO)C[C@@H]1C	·	·	-3	4	-26	·	-25	5
C[C@H](CO)N1C[C@H](C)[C@@H](CN(C)Cc2ccc(C(=O)O)cc2)OCCCC[C@H](C)Oc2ccc(NC(=O)c3ccncc3)cc2C1=O	-26	2	-6	·	-19	0	2	14
Cc1nn(C)c(C)c1/C=C/C(=O)c1ccc(Cl)cc1Cl	2	·	·	·	30	·	-6	-14
CN(C(=O)c1cccc(Br)c1)C1CCS(=O)(=O)C1 (stereo unspecified)	-2	0	·	-7	-7	7	10	9
C[C@H](CO)N1C[C@H](C)[C@@H](CN(C)Cc2cccnc2)Oc2ncc(-c3cccc(F)c3)cc2C1=O	1	1	-11	-12	·	1	27	27
O=C(O)Cc1sc(=O)[nH]c1O	0	3	15	-1	-23	0	-19	10
CC1CCCCN1C(=O)COC(=O)CNC(=O)c1sc2ccccc2c1Cl (stereo unspecified)	-2	·	1	·	2	·	7	-1
Cc1cc(NC(=O)CCN2CCN(CCO)CC2)ccc1Br	-1	-12	9	0	-8	4	0	-8
CCCN1CCC(=O)N([C@H](CSc2ccc(Br)cc2)c2ccccc2)CC1	7	1	·	16	-91	0	-40	0
CNC(=S)N1CCN(c2nc(-c3ccc(F)cc3)cs2)CC1	0	2	5	-5	-14	3	6	3
CC(=O)N1CCN(C(=O)c2ccc(Cl)c(S(=O)(=O)N3CCCC3)c2)CC1	-11	·	-2	-2	0	·	4	8
O=c1c2ccccc2nc2n1C(CSc1ccc(F)cc1)CN2 (stereo unspecified)	-4	-1	11	-6	·	3	·	·
Cn1nc(CC(=O)Nc2ccc3c(c2)CCC3)c2ccccc2c1=O	-6	1	·	·	-11	-1	·	·
C[C@@H]1CN([C@@H](C)CO)C(=O)c2cc(NS(=O)(=O)c3ccccc3)ccc2O[C@@H](C)CCCCO[C@H]1CN(C)S(=O)(=O)c1ccc(Cl)cc1	·	·	-1	·	-3	·	9	11
COc1cc(/C=N/NC(=O)Cn2cnc3ccccc3c2=O)ccc1O	-1	·	-5	·	-3	·	-11	44
O=C(c1ccncc1)N1C[C@@H]2[C@H](c3ccccc31)[C@H](CO)N2C(=O)c1ccccc1F	-10	2	15	-4	-12	55	1	8
CCC(=O)Nc1ccc2c(c1)C(=O)N(C)C[C@H](OC)[C@@H](C)CN(C(=O)Cc1ccccn1)[C@H](C)CO2	-5	-1	1	-5	1	0	-26	5
CCC(C)c1ccc(NC(=O)CN(C)CC(=O)Nc2cccc(OC)c2)cc1 (stereo unspecified)	-4	4	-3	0	-15	-1	7	-5
C[C@@H]1CN([C@@H](C)CO)C(=O)Cc2cc(N(C)C)ccc2O[C@@H]1CN(C)Cc1ccncc1	-5	-3	5	19	6	-3	-4	-5
O=C1/C(=C/c2ccccc2)SC(=S)N1N1C(=O)C2CC2C1=O (stereo unspecified)	13	·	·	·	2	·	-21	-11
CN(c1ccccc1)S(=O)(=O)c1cccc(NC(=O)c2ccc(Cl)c([N+](=O)[O-])c2)c1	-2	-2	·	-9	16	1	1	-39
Cc1ccnc(SCCn2c(N3CCOCC3)nc3c2c(=O)[nH]c(=O)n3C)n1	0	-4	3	·	·	0	·	·
O=C(Nc1ccn(CCCN2CCN(Cc3cccc4ccccc34)CC2)c(=O)n1)OCc1ccccc1	·	·	-3	-11	33	·	8	-28
COc1ccc(C(C)NC(=O)c2ccoc2C)cc1OC (stereo unspecified)	-3	-1	·	20	·	-2	·	·

Compounds shown so far containing an aryl methoxy group:
SMILES	ARNT TACC3 PPI	PglD DTNB	PGC1a acetyl inh	Statin myotox sup	PAX8 reporter	Cneo AK release	LGR2 antag	INS-1E GSIS act
COc1ccc(C2=C(c3ccc(OC)c(OC)c3)CN3CCCCC3C2)cc1 (stereo unspecified)	16	-3	·	16	2	-1	38	34
COc1ccc(S(=O)(=O)N(C)C[C@@H]2OCCCC[C@@H](C)Oc3ccc(NC(=O)Cc4ccccc4)cc3C(=O)N([C@@H](C)CO)C[C@H]2C)cc1	16	7	5	·	-15	-1	1	-10
COc1ccccc1CN1C(=O)CCC1(C)C(=O)NC1CCCCCC1 (stereo unspecified)	-12	-3	-4	·	·	-3	·	·
COc1ccc(OCCCCN2CCC(C)CC2)cc1	-4	-2	·	-4	-5	-3	7	16
COc1ccc(NC(=O)Nc2ccc3c(c2)CC(=O)N([C@@H](C)CO)C[C@@H](C)[C@@H](CN(C)Cc2ccc(C(=O)O)cc2)O3)cc1	-2	-2	4	10	·	41	-5	15
COc1ccc(NC(=O)CN(C)C(=O)/C=C/c2ccc(OCc3ccccc3)cc2)cc1	-6	1	-6	-6	-18	0	-4	-12
COc1ccc(CNC(=O)CCC(=O)c2ccc(F)cc2)cc1OC	-33	0	-1	-5	5	1	·	·
COc1cc(N)c(Cl)cc1C(=O)OCC(=O)N1CCCC1	-1	-2	·	-1	-14	0	4	-2
COc1ccc(NC(=O)N(C)C[C@H]2Oc3ccc(NC(=O)Cc4ccccc4)cc3CC(=O)N([C@H](C)CO)C[C@H]2C)cc1	5&-14	2&4	-1&-5	-6&5	-1	4&0	-8&8	3&-17
COc1ccccc1Nc1ccc(Nc2ccccc2OC)nn1	9	·	·	·	-126	·	-36	-9
COc1cc(/C=N/NC(=O)Cn2cnc3ccccc3c2=O)ccc1O	-1	·	-5	·	-3	·	-11	44
CCC(C)c1ccc(NC(=O)CN(C)CC(=O)Nc2cccc(OC)c2)cc1 (stereo unspecified)	-4	4	-3	0	-15	-1	7	-5
COc1ccc(C(C)NC(=O)c2ccoc2C)cc1OC (stereo unspecified)	-3	-1	·	20	·	-2	·	·
